KOR beta-arrestin-1 – kappa opioid receptor blockers – cell-based, luminescence, uHTS (AID 1778); KOR beta-arrestin recruitment, luminescence, antagonist mode; higher % means a stronger effect; inhibition, % at 10 µM, or IC50 in µM where a hit was titrated; actives 0.091% (n = 290,000); further: strong numbers were not always called active
KOR beta-arrestin-2 – kappa opioid receptor activators – cell-based, luminescence, uHTS, primary screen (AID 1777). KOR beta-arrestin recruitment, luminescence; higher % means a stronger effect. activation, % at 10 µM; hits with a dose series show EC50 in µM. actives 0.02% (n = 280,000); in the data active means activation above about 50%, passing the limit was not always enough; further: a part of the inactive calls stands beside numbers as strong as those of hits
HIV peptide binding – inhibitors of HIV fusion peptide binding, primary screen, biochemical, uHTS, fluorescence dequenching (AID 1986); cell-free peptide binding, fluorescence dequenching, 30 min; higher % means a stronger effect; inhibition, % at 20 µM, or IC50 in µM where a hit was titrated; actives 0.3% (n = 290,000); in the data active means inhibition mostly above about 52%, no sharp cut-off; inactive means mostly below about 76%; further: some results filed as inactive read as strong as hits
HEK293 NOD2/NF-kB – NOD2 signaling inhibitors, cell-based, luminescence, uHTS, HEK293 (AID 1566); HEK293 NOD2/NF-kB luciferase reporter, luminescence; higher % means a stronger effect; actives 0.63% (n = 290,000); inhibition, % at 4 µM; hits with a dose series show EC50 in µM; further: many of its hits are not listed in these tables
Myeloid diff 2 – promotes myeloid progenitor differentiation; ER-HoxA9 myeloid progenitors, lysozyme-GFP differentiation, flow cytometry; calls only at 10 µM; actives 1% (n = 360,000); AID 624256;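 active means normalized GFP-positive differentiation at or above the plate's own cutoff, the solvent-only control mean plus 3 SD; inconclusive means no clear call, values can overlap the other calls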;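 further: cells exposed to compound for four days before flow analysis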
LYP phosphatase – PTPN22 lymphoid phosphatase activity blockers – biochemical, fluorescence intensity, uHTS (AID 1779) | recombinant LYP phosphatase, fluorescence intensity; higher % means a stronger effect | actives 0.054% (n = 290,000) | one-dose inhibition, % at 11.5 µM; IC50 in µM for titrated hits;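 further: plate controls were vehicle with enzyme for no effect and no enzyme for full effect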
NOD1 NF-kB reporter – NOD1 signaling inhibitors, primary screen, cell-based, luminescence, uHTS (AID 1578). NOD1-driven NF-kB luciferase reporter cells, luminescence; higher % means a stronger effect. inhibition, % at 4 µM; hits with a dose series show EC50 in µM. actives 1% (n = 290,000); in the data active means inhibition mostly above about 36%, no sharp cut-off; inactive means mostly below about 34%;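 further: HEK-293T reporter cells stimulated with the NOD1 agonist gamma-tri-DAP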
SIAH1 antagonists – blockers of Siah-1 interaction with plectin peptide – biochemical, fluorescence polarization, rhodamine-plectin, uHTS, primary screen (AID 1817); actives 0.02% (n = 290,000); displacement, % at 20 µM, or IC50 in µM where a hit was titrated; Siah-1 / rhodamine-plectin peptide fluorescence polarization; higher % means a stronger effect;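 active means displacement of at least 50% at 20 µM, with a fluorescence ratio check between 0.3 and a set limit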;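 further: plate controls were Siah plus tracer with DMSO for no effect and tracer alone without Siah for full effect; strong numbers were not always called active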
PhoP inhibition – inhibitors of PhoP regulon expression, primary screen, Salmonella Typhimurium, GFP reporter (AID 1863). S. Typhimurium PhoP-regulated promoter GFP reporter, 4 h; higher % means a stronger effect. inhibition, % at 50 µM, or IC50 in µM where a hit was titrated. actives 0.16% (n = 300,000);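 active means inhibition over 29.93%, a cutoff 3 SD above the screen mean, later confirmed by dose response; inconclusive means inhibition over 29.93% but no dose response follow-up; inactive means inhibition at most 29.93% or unconfirmed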;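 further: 0% = low Mg2+ inducing control and 100% = high Mg2+ repressing control; strong numbers were not always called active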
Myeloid diff 2 GFP+ MAC1+ % – also measured in Myeloid diff 2; calls as there; GFP+ MAC1+ double positive, %; measured here: differentiation confirmed by MAC1 staining
Numbers without * were called inactive; i = inactive; ? = inconclusive; / = not tested or not shown; [ ] = dose if it differs, or a comment. Unless noted, no stated cut-off is given here; in the data, active means inhibition above about 50%; inactive means the rest. The list is partial; the hit share may differ from the screen's.

SMILES,KOR beta-arrestin-1,KOR beta-arrestin-2,HIV peptide binding,HEK293 NOD2/NF-kB,Myeloid diff 2,Myeloid diff 2 GFP+ MAC1+ %,LYP phosphatase,NOD1 NF-kB reporter,SIAH1 antagonists,PhoP inhibition
CCOC(=O)Cc1csc(NC(=O)c2ccc3ccccc3n2)n1,-32%,1.6%,36%,2%,i,0.9,-5%,3%,0%,-7%
Cc1cc(-c2ccccc2)c2c(n1)sc1c(O)cc(=O)[nH]c12,-16%,1.5%,2.0%,26%,/,/,-4%,1%,2%,-12%
Cc1cccc(C)c1NC(=O)C(c1ccc([N+](=O)[O-])cc1)N1CCCCC1 (stereo not given),-11%,1.5%,-2.8%,-14%,i,0.7,0%,/,0%,-2%
CCn1c(COc2ccccc2Cl)nnc1SCC(=O)Nc1ncccc1C,3%,-4.6%,-0.3%,2%,i,0.2,-9%,-40%,4%,-3%
Cc1ccc(C(=O)NC(C)c2ccc3c(c2)OCO3)s1 (stereo not given),-12%,-2.2%,-2.0%,-2%,i,0.2,-7%,-32%,-3%,-5%
CCOC(=O)Nc1ccc(=O)n(Cc2c(Cl)cccc2Cl)c1,10%,-2.3%,28%,6%,i,1.9,-1%,3%,-3%,-5%
O=S(=O)(c1ccc2ccccc2c1)N1CCN(Cc2ccccn2)CC1,2%[20 µM],/,-2.0%,-38%,i,0.0,-3%,18%,-5%,-6%
C=CCN(C(=O)c1csnn1)C(C(=O)NCc1ccc(F)cc1)c1sccc1C (stereo not given),16%,-2.4%,-0.1%,-9%,i,0.3,-7%,-30%,3%,4%
CCNC(=S)N/N=C/c1ccc(OCC(=O)Nc2ccc(C)cc2)cc1,-45%,4.6%,-3.7%,-4%,i,1.4,5%,-5%,-2%,15%
O=C(NCc1cccs1)C1CCN(c2ccc(S(=O)(=O)N3CCOCC3)cc2Cl)CC1,-148%,4.0%,3.1%,-6%,?,/,-1%,-13%,-2%,0%
CC(C)CCN1CCC(n2nccc2NC(=O)c2ccc3c(c2)OCO3)CC1,11%,-0.6%,-0.7%,14%,i,0.2,-9%,-37%,6%,-5%
CN1C(=O)C(C)(C)c2cc(S(=O)(=O)N3CCCC3C(=O)NCc3ccc(F)cc3)ccc21 (stereo not given),6%[20 µM],-5.7%,1.7%,15%,i,2.0,-12%,-14%,2%,/
N#CC1=C(N)OC2=C(C(=O)CCC2)C12CCN(C(=O)OCc1ccccc1)CC2,13%,2.3%,1.5%,4%,i,2.2,0%,-5%,0%,5%
c1ccc2[nH]c(-c3nc4ccccc4[nH]3)nc2c1,8%,-0.5%,-2.3%,-120%,i,1.4,-2%,-98%,-1%,-11%
Oc1ccc(/C=N/Nc2cc(N3CCCC3)nc(N3CCCC3)n2)cc1O,18%,1.6%,30%,-8%,i,0.7,1%,-10%,21%,2%
COc1ccc(C)cc1NC(=O)C(OC(=O)c1cccc(S(=O)(=O)N(C)c2ccccc2)c1)c1ccccc1 (stereo not given),-8%,0.5%,0.1%,-7%,i,0.5,4%,-30%,10%,7%
O=C(CSc1nncn1-c1ccccc1)NC1CCCCC1,22%,-0.7%,-0.3%,3%,i,0.3,-6%,-30%,7%,12%
Cc1ccc(NCN2C(=O)c3ccccc3C2=O)c(C)c1,-12%,1.9%,-2.8%,12%,i,0.4,-6%,10%,-2%,0%
O=C(c1ccccc1[N+](=O)[O-])n1cnc2ccccc21,1%[20 µM],-3.6%,0.3%,8%,i,0.2,-6%,-18%,5%,6%
O=S(=O)(c1ccc(Cl)cc1)N(CCCN1CCOCC1)Cc1cccs1,-11%,0.4%,-1.2%,14%,i,0.1,-6%,-16%,7%,-7%

One compound at a time, as listed above.
CN1C(=O)C(C)(C)c2cc(S(=O)(=O)N3CCCC3C(=O)NCc3ccc(F)cc3)ccc21 (stereo not given) in the list: KOR beta-arrestin-1: 6%[20 µM]; KOR beta-arrestin-2: -5.7%; HIV peptide binding: 1.7%; HEK293 NOD2/NF-kB: 15%; Myeloid diff 2: i; Myeloid diff 2 GFP+ MAC1+ %: 2.0; LYP phosphatase: -12%; NOD1 NF-kB reporter: -14%; SIAH1 antagonists: 2%; PhoP inhibition: /
Cc1ccc(NCN2C(=O)c3ccccc3C2=O)c(C)c1 in the list: KOR beta-arrestin-1: -12%; KOR beta-arrestin-2: 1.9%; HIV peptide binding: -2.8%; HEK293 NOD2/NF-kB: 12%; Myeloid diff 2: i; Myeloid diff 2 GFP+ MAC1+ %: 0.4; LYP phosphatase: -6%; NOD1 NF-kB reporter: 10%; SIAH1 antagonists: -2%; PhoP inhibition: 0%

Next entries.
SMILES,KOR beta-arrestin-1,KOR beta-arrestin-2,HIV peptide binding,HEK293 NOD2/NF-kB,Myeloid diff 2,Myeloid diff 2 GFP+ MAC1+ %,LYP phosphatase,NOD1 NF-kB reporter,SIAH1 antagonists,PhoP inhibition
CCOc1ccc(C(=O)Nc2ccc3c(c2)OCO3)cc1OCC,19%,-3.1%,-1.6%,-18%,i,1.0,-6%,38%,-2%,5%
COc1cc(C)ccc1OCc1cc(C(=O)N2CCCCCCC2)no1,8%,0.5%,0.8%,-30%,i,6.3,-9%,-31%,0%,-6%
O=C(COc1cccc(Br)c1)NN=C1c2ccccc2-c2ccccc21,9%,6.2%,-0.9%,5%,i,0.9,-8%,-31%,12%,-4%
COC(=O)c1sccc1NC(=O)CC1C(=O)NCCN1C(=O)c1ccc(N(C)C)cc1 (stereo not given),-14%,4.6%,-0.8%,-18%,i,0.4,-2%,12%,0%,-8%
COC(=O)c1ccc(NC(=O)CNC(=O)C2CCCCC2)c(C)c1,24%,-2.6%,-0.9%,3%,i,0.4,-9%,0%,5%,1%
O=C(Nc1ccc2c(c1)OCCO2)c1ccccc1,34%,-23%,-0.9%,-103%,i,0.2,-8%,-7%,-3%,1%
O=C(c1ccc([N+](=O)[O-])o1)N1CCc2ccccc2C1,38%,-7.3%,-0.2%,7%,i,0.5,-4%,-6%,11%,-8%
O=C(COC(=O)c1ccc2ccccc2n1)Nc1ncc(C(F)(F)F)cc1Cl,-2%,-6.5%,0.5%,2%,i,16,-4%,0%,4%,-15%
CCC1Sc2ccc(S(=O)(=O)Nc3cc(OC)cc(OC)c3)cc2NC1=O (stereo not given),-27%,-0.1%,2.5%,32%,i,0.0,-1%,6%,-1%,-4%
Cn1c(SCC(=O)N/N=C/C=C/c2ccccc2[N+](=O)[O-])nc2ccccc21,8%,5.0%,-2.4%,18%,i,0.8,-2%,-19%,0%,-11%
O=C(CSCc1ccccc1Br)NNC(=S)NCc1ccco1,14%,-4.9%,-1.4%,-6%,i,0.7,-4%,-14%,5%,-8%
COc1ccccc1CNC(=O)c1cccc(C)c1[N+](=O)[O-],2%,-2.8%,-2.6%,15%,i,0.4,-6%,7%,2%,1%
O=C(Nc1cc2c(cc1Br)OCCCO2)c1cccnc1,-11%,1.6%,-1.9%,1%,i,0.8,-11%,5%,4%,-3%
O=C1NC(=O)C(c2ccc(Cl)cc2)N1 (stereo not given),-38%[20 µM],5.7%,-1.4%,-3%,i,0.5,-8%,1%,-3%,-3%
CCC(CO)NCc1ccc(OCC(=O)Nc2cccc(C(F)(F)F)c2)c(OC)c1 (stereo not given),-11%,2.3%,0.4%,-2%,i,0.5,-6%,3%,-2%,7%
CCCC(=O)Nc1cccc(Oc2nc(C)cc(C)c2C#N)c1,-7%,-2.2%,1.2%,26%,i,1.0,-12%,/,-2%,0%
COc1ccc(S(=O)(=O)N(C)CC(=O)N2CCCC2)cc1Cl,9%,-5.2%,1.3%,8%,i,0.3,-4%,-34%,10%,0%
O=C(NC1(C(F)(F)F)N=C2SCCN2C1=O)c1ccccc1F (stereo not given),9%,-4.4%,-0.6%,14%,i,0.6,-6%,-5%,15%,-16%
CCOC(=O)CSc1ccccn1,4%,-0.2%,-0.4%,2%,i,0.2,-7%,-62%,-1%,3%
COc1ccc(C2C(C(=O)NCc3ccccn3)CCC(=O)N2c2cc(OC)c(OC)c(OC)c2)cc1 (stereo not given),-19%,-5.1%,0.0%,10%,i,0.1,-6%,-14%,8%,-11%
Cc1cc(NC(=O)CCC(=O)N(Cc2cccs2)C(C)(C)C(=O)NC2CCCCC2)no1,-58%,2.3%,1.2%,6%,i,0.2,-10%,-6%,0%,-9%
N=c1nc(-c2ccccc2)ccn1O,17%,-0.2%,1.2%,6%,i,1.0,-3%,-26%,-2%,1%
Cc1nc(-c2ccc(F)cc2)c(CC(=O)N2CCN(S(=O)(=O)c3ccccc3Br)CC2)s1,26%,-2.6%,1.1%,2%,i,0.7,-13%,-34%,2%,-2%
COc1cc(OC)c(C(=O)OCC(=O)NCCc2ccccc2)cc1OC,12%,-2.2%,-1.4%,9%,i,0.1,-2%,-2%,-9%,-5%
Cc1ccc(CN(CC(=O)NCC2CCCO2)S(=O)(=O)c2ccc(C)cc2)cc1 (stereo not given),-28%,1.7%,1.3%,-9%,i,0.7,-7%,-5%,1%,13%
O=C(NCc1ccco1)C(=S)N1CCCC1,6%,-9.0%,-1.6%,4%,i,0.9,-6%,-22%,5%,-4%
CC1CCN(S(=O)(=O)c2cn(CC(=O)Nc3cccc(C#N)c3)cn2)CC1,-33%,-0.6%,2.1%,10%,i,0.4,-13%,-2%,0%,-3%
NC(=O)c1sc2cc(C(F)(F)F)cnc2c1-c1ccccc1,2%,-2.9%,-0.3%,-7%,i,0.1,-2%,-62%,2%,-7%
O=C(CSc1nnnn1-c1cccc(C(=O)O)c1)NC(c1ccccc1)c1ccccc1,-26%[20 µM],/,4.0%,13%,i,0.7,-7%,-12%,4%,-3%
CCN1C(=O)CSc2ccc(C(=O)NCc3ccco3)cc21,-11%,-0.2%,2.5%,13%,i,0.5,-5%,-22%,2%,-5%
CC(=O)N1CCN(c2cc3c(cc2F)c(=O)c(C(=O)O)cn3C2CC2)CC1,-10%,1.0%,3.7%,5%,i,0.4,2%,-45%,14%,16µM*
O=C(O)c1ccccc1C(=O)c1ccc(-c2ccccc2)cc1,-33%,-0.3%,-0.1%,64%*,i,0.6,-6%,11%,1%,2%
CN(C)S(=O)(=O)c1ccc2c(c1)C(CC(=O)O)OC2=O (stereo not given),-34%,1.1%,4.2%,-13%,i,1.1,-1%,-41%,1%,-6%
O=C(c1[nH]ncc1-c1cccc(Br)c1)C1CO1 (stereo not given),-9%,-6.7%,2.2%,/,i,0.2,1%,/,6%,-5%
CC1(C)CC(=O)C(C(=O)c2ccccc2)C(=O)C1Cl (stereo not given),-16%[20 µM],0.3%,1.3%,15%,i,0.5,-6%,-28%,13%,-3%
Cc1cccc(NC(=O)c2ccc3nsnc3c2)c1C,1%,-5.1%,0.6%,-14%,i,0.1,2%,-31%,-5%,-6%
Cc1cc(C)cc(NC(=S)N=Nc2c(O)n(C)c3ccc(S(=O)(=O)N4CCOCC4)cc23)c1,11%,-3.5%,2.5%,35%,i,0.3,5%,15%,-2%,6%
COc1cc(NC(=O)NNC(=O)c2cc3occc3n2C)cc(OC)c1OC,-10%,-2.8%,-1.9%,1%,i,0.0,-7%,-30%,-5%,4%
COc1ccc(/C=N\NC(=O)CCc2c(C)n[nH]c2C)c(OC)c1OC,17%,4.6%,-1.5%,8%,i,0.1,-2%,-22%,15%,-7%
